# Assay outcomes deposited in PubChem by several laboratories.
# TR-FRET SRC-2 ct: flags TR-FRET format artefacts in PPARgamma SRC-2 recruitment agonist screen. TR-FRET artefact counter-screen; stronger effect = higher value. 200,000 compounds, 0.4% hits. TR-FRET ratio at 8 µM. AID 1049; in the data active = TR-FRET ratio above about 2000; also: inactives centre near 1500
# TNAP inh no acc: inhibitors of human TNAP without phosphate acceptor. P05186. purified TNAP, CDP-star luminescence, 30 min. inhibition, % at 20 µM. 200,000 compounds, 0.26% hits. AID 1012;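 active = tissue-nonspecific alkaline phosphatase inhibition above about 50% at 20 µM in the single-dose screen, limit read from the data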;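 also: 0% = DMSO negative control and 100% = EDTA positive control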
# Target sequence (P05186 whole entry, looked up): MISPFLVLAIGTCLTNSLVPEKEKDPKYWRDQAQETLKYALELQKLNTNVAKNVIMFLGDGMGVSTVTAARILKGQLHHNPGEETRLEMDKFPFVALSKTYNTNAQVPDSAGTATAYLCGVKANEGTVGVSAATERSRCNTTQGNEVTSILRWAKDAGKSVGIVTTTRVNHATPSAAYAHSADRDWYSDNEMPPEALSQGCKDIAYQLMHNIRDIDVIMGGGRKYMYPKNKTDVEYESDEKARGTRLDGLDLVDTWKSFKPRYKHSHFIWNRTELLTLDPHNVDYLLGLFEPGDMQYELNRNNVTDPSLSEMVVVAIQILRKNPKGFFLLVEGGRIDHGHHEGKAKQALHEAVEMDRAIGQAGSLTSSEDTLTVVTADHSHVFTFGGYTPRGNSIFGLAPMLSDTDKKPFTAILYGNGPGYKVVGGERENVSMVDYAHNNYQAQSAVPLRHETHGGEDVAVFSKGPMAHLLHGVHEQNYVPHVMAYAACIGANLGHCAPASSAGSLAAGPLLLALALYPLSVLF
# HMGR II inh: inhibitors of class II HMG-CoA reductase from Enterococcus faecalis | purified E. faecalis HMGR, NADPH absorbance 340 nm kinetic | inhibition, % at 10 µM | 190,000 compounds, 0.41% hits | AID 1066;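 active = inhibition above a set limit, the median over all tested compounds plus 3 SD, cut at about 9.5% in these data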;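 also: enzyme runs in reverse so mevalonate oxidation gives rising NADPH absorbance; 0% = complete reaction with DMSO and 100% = background rate lacking mevalonate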
# TNAP act hi DEA: increases human TNAP activity under high phosphate acceptor concentration. activation factor at 20 µM. 200,000 tested, under 10 active. P05186. purified TNAP, CDP-star luminescence, 1 M DEA, 30 min; stronger effect = higher value; 0 = EDTA background, 1 = DMSO-only activity;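 active = activation factor at least 2 at 20 µM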
#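 Test system – human TNAP · Doses – 20 µM single point · Incubation – 30 min, room temperature · Signal – luminescent substrate turnover signal · Read-out basis – activation factor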
# bIAP inhibitor: intestinal alkaline phosphatase (bovine) inhibition | purified bovine IAP, CDP-star luminescence, 30 min | inhibition, % at 20 µM | 190,000 tested, under 10 active;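 active = over 50% inhibition of intestinal alkaline phosphatase at 20 µM in the single-dose screen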
#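 test system = bovine IAP enzyme | medium = DEA buffer 100 mM, pH 9.8, with MgCl2 1.0 mM, ZnCl2 0.02 mM | detection = luminescence | dosing = single compound dose of 20 µM, 2% DMSO final | incubation = 30 min reaction at room temperature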
# PPARg SRC-1 ag: PPARgamma-driven SRC-1 recruitment agonism; activation, % at 8 µM; P37231; AID 631; 200,000 compounds, 0.41% hits; PPARgamma-SRC-1 coactivator recruitment biochemical assay; in the data active = activation above about 19%;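 also: 0% = DMSO and 100% = reference agonist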
# Target sequence (P37231 whole entry, looked up): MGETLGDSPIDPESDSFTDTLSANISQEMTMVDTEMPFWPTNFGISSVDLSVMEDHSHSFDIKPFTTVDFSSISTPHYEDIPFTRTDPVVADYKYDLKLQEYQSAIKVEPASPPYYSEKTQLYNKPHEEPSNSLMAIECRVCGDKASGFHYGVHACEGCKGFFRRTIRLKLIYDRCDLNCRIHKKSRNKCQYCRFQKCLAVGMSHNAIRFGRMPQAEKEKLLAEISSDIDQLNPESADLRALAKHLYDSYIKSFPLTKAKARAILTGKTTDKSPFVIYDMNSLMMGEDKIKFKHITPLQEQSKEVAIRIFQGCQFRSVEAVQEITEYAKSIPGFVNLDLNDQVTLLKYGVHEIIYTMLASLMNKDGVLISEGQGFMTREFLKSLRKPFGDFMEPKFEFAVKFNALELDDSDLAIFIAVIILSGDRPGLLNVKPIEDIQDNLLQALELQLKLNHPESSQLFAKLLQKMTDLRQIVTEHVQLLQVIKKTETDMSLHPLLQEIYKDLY
# PPARg SRC2 recr: PPARgamma-driven SRC-2 recruitment agonism; PPARgamma LBD-SRC-2 recruitment, biochemical; activation, % at 8 µM; P37231; 200,000 compounds, 0.34% hits; in the data active = activation above about 22%;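 also: 0% = vehicle and 100% = reference agonist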
# TNAP inh hiacc: TNAP (human) inhibition, high acceptor; purified TNAP, CDP-star luminescence, 1 M DEA; inhibition, % at 20 µM; 200,000 compounds, 0.03% hits;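 active = over 50% inhibition of tissue-nonspecific alkaline phosphatase at 20 µM in the single-dose screen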;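 also: plate controls were DMSO wells for no effect and EDTA-quenched wells as full inhibition for full effect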
# PPARg SRC3 recr: promotes SRC-3 coactivator recruitment by human PPARgamma. 200,000 compounds, 0.26% hits. P37231. activation, % at 8 µM. biochemical PPARgamma/SRC-3 coactivator recruitment assay; in the data active = activation above about 23%;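 also: 0% = DMSO and 100% = reference agonist; some compounds past the cut are filed as inactive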
# bIAP activator: increases bovine intestinal alkaline phosphatase activity; purified bovine IAP, CDP-star luminescence, 30 min; stronger effect = higher value; fold of DMSO-control signal, blank-subtracted; activation factor at 20 µM; 200,000 compounds, 0.17% hits; AID 1016;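 active = activation factor of 2 or more at 20 µM, a signal rise over negative controls twice the positive control's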
# * marks the source's active call; other numbers are inactive results; x = not tested or not shown. No enrichment for hits; about 1.6% have a hit in one of these screens.
SMILES,TR-FRET SRC-2 ct,TNAP inh no acc,HMGR II inh,TNAP act hi DEA,bIAP inhibitor,PPARg SRC-1 ag,PPARg SRC2 recr,TNAP inh hiacc,PPARg SRC3 recr,bIAP activator
O=C(Nc1nc2ccc(S(=O)(=O)N3CCCC3)cc2s1)C1CCCO1 (stereo not given),1651,-7,-3,1,2,5,13,-5,8,1
O=C(c1ccc(S(=O)(=O)c2ccc(F)cc2)c([N+](=O)[O-])c1)N1CCCCCC1,1589,0,0,1,-6,-4,3,4,-2,1.1
COCCn1c(C)cc(C(=O)CSc2nnc(C)s2)c1C,1393,-7,-7,1,3,-8,-9,-1,-5,1
O=C1c2ccccc2C(=O)N1Cc1cnc(N2CCN(c3ccccc3)CC2)s1,1524,2,0,1,-8,-1,-2,0,-4,1.1
CN1CCN(c2ncnc3c2c(-c2ccccc2)cn3-c2ccc(F)cc2)CC1,1523,1,-3,1,-9,-7,-3,4,-2,1.1
O=C1C=C(Nc2cccc(Cl)c2)CC(c2ccco2)C1 (stereo not given),1436,-10,0,1,25,2,4,-4,6,0.7
O=C(NCc1ccc2c(c1)OCO2)c1cc([N+](=O)[O-])ccc1N1CCCCC1,1571,17,-7,0.9,8,0,0,9,-6,0.9
Cc1c(Cl)cccc1NC(=O)NCc1ccncc1,1557,-6,-10,1,-16,-6,5,-3,3,1.2
CCN1C(=O)/C(=C2/Sc3ccccc3N2CC)S/C1=N\c1ncn[nH]1,1537,0,-5,0.9,-19,4,9,5,6,1.2
COC(=O)C1=C(N)Oc2cc(C)n(Cc3cccnc3)c(=O)c2C1c1ccc(OC)c(OC)c1OC (stereo not given),1542,0,-1,1,12,0,3,-3,1,0.9
Cc1cc(=O)c2c(O)c(O)ccc2o1,1578,20,-7,1,1,2,2,1,10,1
CC1(C)Cc2ccccc2-c2nnc(-c3ccc4ccccc4n3)n21,1602,-2,-10,1.1,-7,-7,-5,-8,3,1.1
CSc1nc2c(c(=O)[nH]1)C(c1cccs1)C1=C(CCCC1=O)N2 (stereo not given),1704,0,-2,1,1,10,6,-4,3,1
O=C(Nc1cc(N2CCOCC2)ncn1)c1ccc(F)cc1,1696,-10,-10,1.1,16,5,-2,-7,-4,0.8
CCOC(=O)N1CCN(S(=O)(=O)c2ccc(F)c(C(=O)Nc3cccc(C)c3C)c2)CC1,1724,7,0,1,2,6,9,-5,7,1
Cc1ccc2c(C)c(C(=O)Nc3c(C)n(C)n(-c4ccccc4)c3=O)oc2c1C,1792,-5,-3,1,5,-1,10,-2,1,0.9
CCNC(=O)COC(=O)c1csc2c1CCCC2,1601,-11,-5,1,25,-4,7,-4,3,0.7
COc1ccc(CN2CCCC(C(=O)c3cccc(OC(C)C)c3)C2)cc1Cn1cccn1 (stereo not given),1393,-5,7,1.1,0,0,4,-5,6,1
Cc1c(NC(=O)c2cccs2)cccc1C(=O)O,1744,-9,-7,1.1,6,-1,1,-7,2,0.9
COc1ccc(C(=O)NC(=O)Nc2ncccc2C)cc1,1660,-9,-3,1,9,8,7,-2,5,0.9
COc1ccc(NC(=S)c2ccncc2)cc1,1744,-4,-4,1,-9,4,6,-1,1,1.1
CC(=O)c1c(O)c(C)c(-c2ccccc2)n(-c2ccccc2)c1=O,1540,-7,4,1,7,2,0,-3,8,0.9
Cc1ccc(CC(=O)Nc2ccc(F)c([N+](=O)[O-])c2)cc1,1470,-19,0,1,2,-1,11,0,-1,1
CCOC1(OCC)N=C(N)C2(C#N)C(c3cccc(OC)c3OC)C12C#N (stereo not given),1721,-6,-7,1,-1,2,4,-1,-10,1
CCC(=O)c1ccc(OCC(O)CN2C(=O)NC(C)(C)C2=O)cc1 (stereo not given),x,-16,1,1,1,x,x,-5,x,1

# Limited to PPARg SRC2 recr, bIAP activator and PPARg SRC3 recr (two entries from above):
SMILES,PPARg SRC2 recr,bIAP activator,PPARg SRC3 recr
Cc1ccc2c(C)c(C(=O)Nc3c(C)n(C)n(-c4ccccc4)c3=O)oc2c1C,10,0.9,1
CC(=O)c1c(O)c(C)c(-c2ccccc2)n(-c2ccccc2)c1=O,0,0.9,8

# Part of the list above, with bars between the fields:
SMILES | TR-FRET SRC-2 ct | TNAP inh no acc | HMGR II inh | TNAP act hi DEA | bIAP inhibitor | PPARg SRC-1 ag | PPARg SRC2 recr | TNAP inh hiacc | PPARg SRC3 recr | bIAP activator
CSc1nc2c(c(=O)[nH]1)C(c1cccs1)C1=C(CCCC1=O)N2 (stereo not given) | 1704 | 0 | -2 | 1 | 1 | 10 | 6 | -4 | 3 | 1
O=C(Nc1cc(N2CCOCC2)ncn1)c1ccc(F)cc1 | 1696 | -10 | -10 | 1.1 | 16 | 5 | -2 | -7 | -4 | 0.8

# Continued:
SMILES,TR-FRET SRC-2 ct,TNAP inh no acc,HMGR II inh,TNAP act hi DEA,bIAP inhibitor,PPARg SRC-1 ag,PPARg SRC2 recr,TNAP inh hiacc,PPARg SRC3 recr,bIAP activator
COc1ccccc1NC(=O)Nc1ccc(Cc2ccncc2)cc1,1393,-35,2,1.1,-13,-1,-6,-6,-3,1.1
Cc1cc(=O)oc2cc(OCCSCCN3CCOCC3)ccc12,1597,-10,1,1.1,4,-2,11,-7,15,1
COc1cc(NS(=O)(=O)c2ccc(OC)c(C)c2C)c(OC)cc1Cl,1551,0,-1,1,8,-2,18,2,3,0.9
Cc1cccnc1N(C(=O)Nc1ccccc1)C1=NCC(C)(C)S1,1300,-18,2,1.1,15,-7,-2,-10,-3,0.9
COc1ccc(NC(=O)CN2CCOCC2)cc1,1552,-4,2,1,2,3,2,-2,-4,1
CN(C)CCCNC(=O)/C(=N\O)c1ccccc1,1592,-4,-6,1,0,4,-2,1,2,1
CC1C/C(=C/c2ccco2)C(=O)/C(=C/c2ccco2)C1 (stereo not given),1600,9,3,0.9,-6,-2,9,11,4,1.1
CO/N=C/C(=N\Nc1ccccc1)C(=O)c1ccccc1,1470,6,-6,1,6,2,0,4,-1,0.9
CCN(CC)C(=O)N1CCN(C(=O)N(CC)CC)CC1,1283,-7,0,1,0,-6,-3,-1,-2,1
CCC(C)(C)C1CCC2(CC1)NC(CO)(CO)CO2 (stereo not given),1548,5,-1,1,-13,6,1,5,4,1.1
COc1ccc(/C=C/C(=O)OCC(=O)NCCC2=CCCCC2)cc1,1484,-9,-7,1,-4,-7,-4,-4,2,1
COc1ccc(CCN2CC(C(=O)O)CC2=O)cc1 (stereo not given),1518,-10,1,1,1,0,6,-2,1,1
O=C(O)c1ccccc1SCC(=O)N1CCc2ccccc21,1294,-6,0,1,-4,5,-4,-1,3,1
Cc1cccc(NC(=O)CN2C(=O)COc3ccc(Cl)cc32)c1,x,-9,-4,1,3,x,x,-4,x,1
CC(=O)Nc1ccc(S(=O)(=O)N(C)S(=O)(=O)c2ccc(F)cc2)cc1,1472,-6,1,1,3,10,2,-4,4,1
O=C1N=C(N2CCC(Cc3ccccc3)CC2)S/C1=C/c1cn[nH]c1-c1ccccc1,1473,-5,1,1,-8,6,3,0,-3,1.1
O=c1oc2ccccc2c(Nc2ccccc2)c1[N+](=O)[O-],1551,3,-3,1,14,2,8,4,-6,0.9
CC(C)c1ccc(NC(=O)C(c2ccccc2)N2CCC3(CC2)OCCO3)cc1 (stereo not given),1569,0,-6,1,-14,8,0,3,2,1.1
Cc1ccc(NC(=O)CCn2cnc3ccccc3c2=O)cc1Cl,1310,-4,0,1,-5,-7,5,1,-1,1
C/C(=N\Nc1nc(-c2ccc(C)cc2C)cs1)c1cc2ccccc2oc1=O,1528,15,4,1,-4,-3,-3,4,-1,1
NC1=NN=C(N2N=C(c3ccccc3)CC2(O)C(F)(F)F)n2ncnc2C1 (stereo not given),1459,-185,4,1.1,-41,1,7,-6,5,1.4
CC(NC(=O)Nc1ccccc1)C(c1ccccc1)N1CCOCC1 (stereo not given),1518,-13,2,1,17,-1,-4,1,-3,0.8
CSCCC(NC(=O)c1ccc([N+](=O)[O-])cc1Cl)C(=O)OCC(=O)N(C)C (stereo not given),1536,-4,-2,1,13,9,2,0,-1,0.9
CCOc1ccccc1OCCOc1cccc(C(F)(F)F)c1,1161,-12,-3,1,15,-1,-4,-4,1,0.8
Cc1[nH]c2ccccc2c1C(=O)COC(=O)Cn1c(C(F)(F)F)nc2ccccc21,1592,-2,0,1,3,2,0,-4,5,1
CN(C)S(=O)(=O)N1CCC(CO)(Cc2cccc(C(F)(F)F)c2)CC1,1610,-10,-3,1.1,1,6,5,-7,6,1
CCOC(=O)CC1COCCN1Cc1cn[nH]c1-c1ccc2c(c1)OCO2 (stereo not given),1579,17,-4,1.1,1,-1,-3,-6,1,1
C=CCNc1scc(-c2ccccc2)[n+]1CC=C,1582,-20,-1,1.1,-7,4,1,-8,6,1.1
COC(=O)CSc1nc(NC#N)nc(NC(C)C)n1,1428,-8,1,1,-2,-6,-4,4,1,1

# In a second layout: 4 of the compounds above
> COC(=O)CSc1nc(NC#N)nc(NC(C)C)n1
  TR-FRET SRC-2 ct = 1428
  TNAP inh no acc = -8
  HMGR II inh = 1
  TNAP act hi DEA = 1
  bIAP inhibitor = -2
  PPARg SRC-1 ag = -6
  PPARg SRC2 recr = -4
  TNAP inh hiacc = 4
  PPARg SRC3 recr = 1
  bIAP activator = 1
> COc1ccc(NC(=O)CN2CCOCC2)cc1
  TR-FRET SRC-2 ct = 1552
  TNAP inh no acc = -4
  HMGR II inh = 2
  TNAP act hi DEA = 1
  bIAP inhibitor = 2
  PPARg SRC-1 ag = 3
  PPARg SRC2 recr = 2
  TNAP inh hiacc = -2
  PPARg SRC3 recr = -4
  bIAP activator = 1
> Cc1[nH]c2ccccc2c1C(=O)COC(=O)Cn1c(C(F)(F)F)nc2ccccc21
  TR-FRET SRC-2 ct = 1592
  TNAP inh no acc = -2
  HMGR II inh = 0
  TNAP act hi DEA = 1
  bIAP inhibitor = 3
  PPARg SRC-1 ag = 2
  PPARg SRC2 recr = 0
  TNAP inh hiacc = -4
  PPARg SRC3 recr = 5
  bIAP activator = 1
> CC(C)c1ccc(NC(=O)C(c2ccccc2)N2CCC3(CC2)OCCO3)cc1 (stereo not given)
  TR-FRET SRC-2 ct = 1569
  TNAP inh no acc = 0
  HMGR II inh = -6
  TNAP act hi DEA = 1
  bIAP inhibitor = -14
  PPARg SRC-1 ag = 8
  PPARg SRC2 recr = 0
  TNAP inh hiacc = 3
  PPARg SRC3 recr = 2
  bIAP activator = 1.1

# Molecules above that have a cyano group, in the order listed:
SMILES,TR-FRET SRC-2 ct,TNAP inh no acc,HMGR II inh,TNAP act hi DEA,bIAP inhibitor,PPARg SRC-1 ag,PPARg SRC2 recr,TNAP inh hiacc,PPARg SRC3 recr,bIAP activator
CCOC1(OCC)N=C(N)C2(C#N)C(c3cccc(OC)c3OC)C12C#N (stereo not given),1721,-6,-7,1,-1,2,4,-1,-10,1
COC(=O)CSc1nc(NC#N)nc(NC(C)C)n1,1428,-8,1,1,-2,-6,-4,4,1,1
